Screening data (PubChem BioAssay)
NR2E3 ag-1 = human photoreceptor-specific nuclear receptor agonism. inhibition of corepressor binding, % at 3.98 µM. actives 0.35% (n = 360,000). Q9Y5X4. CHO-S Gal4-NCOR/VP16-NR2E3 two-hybrid, luciferase. AID 602229;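 active = inhibition above the mean of all tested compounds plus 3 SD, cut at about 70% in these data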;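 note: 0% = DMSO with NR2E3 transfected cells and 100% = cells lacking NR2E3 construct; higher means lower luciferase signal from less NR2E3 corepressor binding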
Target sequence (Q9Y5X4 whole entry, looked up, the tested form may be a part): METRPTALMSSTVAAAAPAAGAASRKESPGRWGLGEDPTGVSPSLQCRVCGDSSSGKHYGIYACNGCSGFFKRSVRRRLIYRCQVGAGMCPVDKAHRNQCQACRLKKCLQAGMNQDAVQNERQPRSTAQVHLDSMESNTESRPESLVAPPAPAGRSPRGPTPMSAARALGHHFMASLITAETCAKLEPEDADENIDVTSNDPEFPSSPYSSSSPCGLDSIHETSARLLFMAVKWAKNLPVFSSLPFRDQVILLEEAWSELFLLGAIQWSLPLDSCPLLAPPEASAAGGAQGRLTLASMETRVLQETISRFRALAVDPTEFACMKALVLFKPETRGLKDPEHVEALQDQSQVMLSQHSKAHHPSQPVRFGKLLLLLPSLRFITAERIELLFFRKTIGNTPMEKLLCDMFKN
Shn3 inh set2 = Schnurri-3 reporter inhibition in Clone20 osteoblasts | Clone20 osteoblast Shn3 3'UTR firefly luciferase, 24 h | AID 588674 | inhibition, % at 12.5 µM | actives 0.52% (n = 360,000);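 active = mean inhibition of at least 75% with every replicate also reaching 75%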;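 note: 0% = median of neutral control wells and 100% = pilot-screen positive control compound; some compounds past the cut are filed as inactive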
CF NFkB block = blocks PAF-induced NF-kB reporter in cystic fibrosis cells; actives 0.86% (n = 360,000); AID 588850; KKLEB NF-kB-GFP reporter, GFP fluorescence overnight; inhibition, % at 5 µM;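 active = at least 50% inhibition at 5 µM, scaled per plate between neutral and stimulator controls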;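 note: PAF is a Pseudomonas aeruginosa culture filtrate used as stimulus; plate controls were PAF-stimulated DMSO wells for no effect and unstimulated DMSO wells for full effect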
NR2E3 ag-2 = activates human photoreceptor nuclear receptor NR2E3; actives 0.12% (n = 320,000); AID 2300; GST-NR2E3/biotin-RetCOR TR-FRET, 1536-well; inhibition of corepressor binding, % at 4.78 µM;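 active = percent inhibition above the cutoff of mean plus 3 SD of all tested compounds, set per screening campaign, cut at about 20% in these data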;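 note: 0% = DMSO wells and 100% = biotin wells as full block of FRET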
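System: GST-NR2E3 and biotin-RetCOR proteins; probe or stimulus: 7 nM biotin-RetCOR; doses: compound at 4.8 µM, single dose; schedule: Compound–protein incubation for 5 h at 4 °C; detection: time-resolved FRET; read-out: percent inhibition; controls: biotin wells as high control, 0.6% DMSO wells as low control; format: 1536-well plates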
TRPM1 prom inh = MITF TRPM1 promoter inhibition in SK-MEL-5 cells; actives 0.83% (n = 330,000); SK-MEL-5 TRPM1 promoter luciferase, 24 h; inhibition, % at 12.5 µM;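 active = mean inhibition across replicates of 60% or more, whatever share of single replicates reaches that level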; note: values of inactives mirror those of a sister screen read the other way
TWEAK Fn14 block = TWEAK-Fn14 signaling inhibition | TWEAK-stimulated Fn14 reporter cells, luciferase luminescence, 8 h | inhibition, % at 10 µM | actives 2% (n = 360,000); in the data active = inhibition above about 50%
aDG glyco up = alpha-DG glycosylation activation. Pro5-aDG cells, alpha-DG glycosylation AlphaScreen (IIH6); 0% Pro5, 100% B10-LARGE cell signal. activation, % at 10 µM. actives 0.22% (n = 360,000);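 active = activation of at least 8% versus controls, or a plate z-score of at least 8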;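 note: Pro5 are CHO cells carrying HIG-tagged alpha-DG that lacks glycosylation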
Peg3 prom inh = inhibitors of Peg3 promoter. HeLa PEG-Prom luciferase reporter, luminescence, overnight. AID 588405. inhibition, % at 20 µM. actives 1.7% (n = 360,000);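 active = inhibition of at least 50% at 20 µM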
KKLEB cytotox = CF airway cell cytotoxicity counter-screen | actives 0.36% (n = 360,000) | KKLEB CF airway cells viability, ATPlite luminescence, overnight; hits give low values; cells stimulated with P. aeruginosa culture filtrate | activity change (cytotoxicity), % at 5 µM;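 active = corrected activity change at or below -50% at 5 µM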
hiPSC survival = increases survival of single human iPS cells; hiPSC single-cell survival, ATPlite luminescence; 100% = ROCK inhibitor wells, 0% = DMSO; survival enhancement, % at 20 µM; actives 0.044% (n = 360,000); AID 602274; in the data active = survival enhancement above about 18%;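 note: cells exposed to compounds for 16 hours before the ATP read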
HIF-2a block = HIF-2a inhibition; 786-0 RCC cells HIF-2a reporter, luciferase luminescence, overnight; inhibition, % at 18.8 µM; actives 0.72% (n = 360,000);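 active = inhibition of the luminescence signal of 40% or more relative to plate controls, in a single-dose primary screen at 18.75 µM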
Active calls of the source: *; · = no result given.

Molecule	NR2E3 ag-2	HIF-2a block	hiPSC survival	NR2E3 ag-1	aDG glyco up	TWEAK Fn14 block	KKLEB cytotox	Peg3 prom inh	TRPM1 prom inh	CF NFkB block	Shn3 inh set2
Cc1c(C(=O)Nc2ccc(C(F)(F)F)cc2)sc2ncn(CC(=O)N3CCN(c4ccccn4)CC3)c(=O)c12	5	11	1.0	5	0.3	-36	-17	17	19	17	2
O=C(O)CCCN1C(=O)/C(=C/c2ccncc2)SC1=S	0	38	-0.5	15	2.4	43	15	-3	14	28	8
CCCNC(=O)c1ccc(N2CCC3(CC2)CC(c2cccc(Br)c2)=NO3)c(NC(=O)c2ccc(Br)cc2)c1	4	4	2.0	14	-0.3	-40	2	6	-3	5	6
CCCCOC1NC(=O)NC(=O)C1(F)C(=O)OCC (centres undefined)	·	-5	-0.2	-11	0.1	0	-10	-23	·	-14	30
Cc1ccc(-n2c(C)cc(/C=N/Nc3ccc([N+](=O)[O-])cn3)c2C)cc1	0	-40	1.0	-30	-0.3	-7	-9	-26	4	-7	0
CC(=O)C1=C(O)C(=O)N(c2ccc(O)cc2)C1c1cccc(F)c1 (centres undefined)	0	-13	0.9	-12	-0.1	-4	-11	16	-11	10	-1
COc1ccc2[nH]c3c(c2c1)CCNC3C1CC=C(C)CC1 (centres undefined)	4	5	-2.4	-4	0.1	16	-30	-8	-32	16	10
CCCCn1c(N)c(N(CCC(C)C)C(=O)CN2C(=O)C3CCCCC3C2=O)c(=O)[nH]c1=O (centres undefined)	1	20	-0.3	-15	0.0	10	22	20	-8	-29	0
NC(=O)c1nc(-c2ccccc2)c(-c2ccccc2)[nH]c1=O	2	3	-0.6	8	-0.1	0	6	-3	-71	-5	-4
OC1CCC(Nc2ccn3nc(-c4cccc(Cl)c4)cc3n2)CC1 (centres undefined)	·	-274	1.9	-124	-0.2	7	5	-199	·	14	-43
Cc1ccc(C(=O)Nc2nccc(-c3cccs3)n2)cc1	1	-155	3.6	11	-0.1	0	-4	-107	-5	-19	-17
COc1ccc(OC)c(C2=CC(=O)C[C@H](c3ccc(F)cc3)C2)c1	·	15	0.3	-34	0.3	30	-1	18	·	21	11
COc1ccc(C[C@H]2CN3C(=NC[C@@H]3Cc3ccc(O)cc3)N2C[C@H](C)NC(=O)c2ccc(C)c(Br)c2)cc1	-2	-20	-1.8	21	-0.1	-54	-16	101*	-3	8	-4
CC1CCN(C(C(=O)Nc2ccc(C(C)C)cc2)c2ccc3c(c2)OCO3)CC1 (centres undefined)	8	-28	-2.3	12	-0.2	-3	-19	9	·	19	17
COc1ccc(C(CNC(=O)c2[nH]c(C)c(C(C)=O)c2C)N2CCOCC2)cc1 (centres undefined)	0	6	-0.4	-10	-0.2	0	-4	6	3	-9	12
CC(=O)c1ccc(Oc2nc(-c3cccnc3)nc3ccccc23)cc1	1	7	1.3	-35	0.0	10	-18	18	-3	1	15
Cc1cccc(OCc2nc(C)cc(=O)[nH]2)c1	·	-7	6.6	-7	-0.1	0	2	14	-5	5	1
CCN(C(=O)COC(=O)c1cc(C)oc1C)c1c(N)n(Cc2ccccc2)c(=O)[nH]c1=O	4	13	-0.4	-10	0.0	9	15	0	0	6	-23
O=C(c1ccccc1-c1nc2ccccc2[nH]1)N1CCCCC1	-2	-1	-0.7	-6	0.6	-4	-7	3	2	1	5
C=CCC(NCc1ccco1)c1ccc(OC)c(OC)c1 (centres undefined)	1	4	-0.8	7	-0.3	4	-10	5	2	3	-2
CC(=O)Cc1nsc(NC(=O)c2ccc(-c3cccc(Cl)c3)o2)n1	1	-60	-0.5	-12	-0.1	-2	4	-31	-8	4	10
O=C(NCCOC(=O)c1ccccc1)c1ccccc1	-1	9	0.0	0	-0.3	9	-12	-13	-7	22	8
COc1ccc(-c2c(C#Cc3ccsc3)c3cc(-c4ccc(OC)c(F)c4)ccc3n2C)cc1	-1	7	-0.3	-20	-0.2	2	-4	-11	-5	-4	-9
CC(=O)c1cccc(-n2c(CCC(=O)O)ccc2-c2ccc(C)cc2)c1	3	-52	1.8	-17	0.1	-17	19	22	11	-5	-22

Single records (already shown). Values in the order: NR2E3 ag-2 | HIF-2a block | hiPSC survival | NR2E3 ag-1 | aDG glyco up | TWEAK Fn14 block | KKLEB cytotox | Peg3 prom inh | TRPM1 prom inh | CF NFkB block | Shn3 inh set2
CC1CCN(C(C(=O)Nc2ccc(C(C)C)cc2)c2ccc3c(c2)OCO3)CC1 (centres undefined) is listed as 8 | -28 | -2.3 | 12 | -0.2 | -3 | -19 | 9 | · | 19 | 17
O=C(c1ccccc1-c1nc2ccccc2[nH]1)N1CCCCC1 is listed as -2 | -1 | -0.7 | -6 | 0.6 | -4 | -7 | 3 | 2 | 1 | 5

Additional compounds follow:
Molecule	NR2E3 ag-2	HIF-2a block	hiPSC survival	NR2E3 ag-1	aDG glyco up	TWEAK Fn14 block	KKLEB cytotox	Peg3 prom inh	TRPM1 prom inh	CF NFkB block	Shn3 inh set2
Cc1ccc(S(=O)(=O)NC(=O)Nc2nc(-c3ccc(F)c(F)c3)cs2)cc1	1	-104	1.7	-28	0.0	3	4	-58	-24	9	0
CN(C)c1cccc(NC(=O)CCc2ccccc2)c1	-1	-53	1.1	-17	4.2	-13	4	-8	4	-11	0
COCC(=O)Nc1ccc(Br)c(C)c1	3	-24	-0.1	-20	-0.3	-13	-6	-37	6	2	-1
COc1ccccc1NC(=O)CSc1nc2nccnc2c(=O)n1Cc1cccs1	2	16	0.3	-4	-0.2	-1	8	15	1	-14	-34
COc1ccccc1N1CCN(C(=O)CCCn2nc(C)c([N+](=O)[O-])c2C)CC1	-4	14	-0.4	-2	0.2	19	0	26	12	7	14
Cc1cc(C)nc(SCc2nnc(SCC(=O)Nc3nccs3)n2Cc2ccco2)n1	2	17	2.5	0	0.0	7	-4	-5	-3	-17	27
CCOC(=O)C1CCCN(C(=O)COc2ccc(C(C)(C)C)cc2)CC1 (centres undefined)	·	47*	2.1	10	0.4	-7	5	-18	·	-9	-1
Cc1cccc(N(C(=O)c2csnn2)C(C(=O)NC(C)(C)C)c2cccs2)c1 (centres undefined)	3	2	-0.8	-2	-0.3	-17	5	9	-4	10	-19
COC(=O)c1cc(COC(=O)c2nc3nccc(C)n3n2)oc1C	7	8	-0.8	19	-0.2	1	0	1	1	6	9
C=CCn1c(SC)nnc1-c1ccc2ncccc2c1	2	-1	0.4	7	0.0	13	16	2	18	-21	·
C(=C\c1ccccc1)/CN1CCN(C(c2cc3ccccc3o2)c2nnnn2-c2ccc3c(c2)OCCO3)CC1 (centres undefined)	·	-8	0.9	-20	-0.4	69*	-13	-1	·	-13	18
CC(C)N(Cc1cn(C)nc1-c1cccc(Cl)c1)Cc1nccn1C	4	16	-0.2	-7	0.1	-16	-3	11	-7	-7	23
Cc1c(Cl)cccc1NC(=O)CN1CCC(NC(=O)C2CCCCC2)CC1	-1	24	0.7	14	3.3	3	-7	19	-3	-9	22
C[C@H](CO)N1C[C@H](C)[C@H](CN(C)S(=O)(=O)c2ccccc2F)OCc2cnnn2CCCC1=O	·	8	-2.4	-13	0.0	-2	1	-5	·	-11	53
CCn1nnnc1-c1ccc(OC)c(S(=O)(=O)NCCc2ccccc2)c1	1	-9	-0.3	5	0.0	-10	-31	-3	11	7	-3
Cc1ccccc1C(=O)NC(NC(=S)Nc1ccc(S(N)(=O)=O)cc1)C(Cl)(Cl)Cl (centres undefined)	0	12	-1.8	19	0.2	36	-8	18	-11	-5	7
O=C(Nc1ccc(NC(=O)C2CCCCC2)nc1)c1cccc(F)c1	·	-50	-0.5	4	0.1	-1	0	-115	-41	5	1
COC(=O)C(C)Oc1ccc(-c2nccc(-c3ccccn3)n2)cc1 (centres undefined)	1	-4	0.2	-20	0.0	-38	-19	-47	-22	9	-40
CC(NC(=O)c1cc2c(s1)CS(=O)(=O)C2)c1ccccc1 (centres undefined)	-1	3	-0.5	-10	-0.5	-3	-10	1	-2	14	-26
CN(CC(=O)Nc1ccc(Cl)cc1)CC(=O)Nc1ccc(C(N)=O)cc1	-1	21	-1.5	-22	0.1	-4	-8	19	6	-1	17
CC(C(N)=O)N1C(=O)c2cccc3cccc1c23 (centres undefined)	3	10	-0.5	-40	-0.3	4	-5	13	-6	6	11
O=C(NCCN1CCOCC1)c1ccc(Cl)c(Cl)c1	3	3	-0.2	10	0.0	2	-3	-9	-6	0	-14
CCCc1ccc(S(=O)(=O)N/N=C(/C)c2ccc3c(c2)OCO3)cc1	·	7	0.3	15	1.5	-10	7	11	2	-12	17
COCCn1nnnc1CN(CCc1ccccc1)Cc1cc2ccc(C)cc2[nH]c1=O	2	2	-2.2	-13	0.0	7	-2	-2	-10	1	21
CCOc1cc(C(=O)CCC(=O)OCC(=O)Nc2ccc(C)c(S(=O)(=O)N(C)C)c2)ccc1O	2	-8	1.9	-5	0.2	0	-8	11	-13	2	-11
CCOC(=O)CCSc1nnc(-c2cccnc2)n1-c1ccccc1OC	-1	13	3.5	-14	0.1	-3	-2	7	-8	-14	-4
Cc1occc1C(=O)Nc1cc(=O)n(C)c(=O)n1C	-1	13	-1.2	-24	-0.2	-9	-6	10	7	-9	-22
COc1ccc(N(C)C(=O)CC2(CC(=O)O)CCCCC2)cc1	1	9	-1.9	-26	0.0	11	-2	-7	8	-3	10
N#Cc1cc2c(nc1SCC(=O)Nc1sc3c(c1C#N)CCC3)CCCCC2	3	-93	2.8	-22	0.3	-84	-7	-48	-47	13	-20
O=C(Nc1cccc2ccccc12)c1csc(COCCO)n1	·	-3	-0.3	5	-0.1	1	11	-11	·	5	-53
COc1cc2[nH]c(=S)nc(NCc3cccnc3)c2cc1OC	-4	22	-0.6	10	0.0	15	17	12	1	-37	-8
CC(=O)N/C(=C\c1ccc(Cl)cc1)C(=O)O	0	15	-0.6	10	0.0	4	11	3	·	-13	16
COc1ccc(CNC(=O)Cn2cc([N+](=O)[O-])cn2)cc1	3	10	0.2	-26	-0.1	-21	5	8	5	-7	8
CC(C)CCC(=O)N1CCC(N2CCC(C(=O)NCc3ccccn3)CC2)CC1	1	2	0.5	1	-0.1	16	6	7	4	4	-17
COCCNc1oc(-c2ccccc2Cl)nc1S(=O)(=O)c1ccc(C)cc1	·	1	0.6	-16	-0.2	-1	-13	14	1	-15	9
CCN1C(=O)C(CC(=O)Nc2ccc(OC)cc2)N(CCN2CCOCC2)C1=S (centres undefined)	-1	10	1.2	-6	-0.1	5	-4	10	6	-11	2
CC(C)c1nc(SCC(=O)Nc2ccc(C(=O)O)cc2)c2c3c(sc2n1)CCCC3	4	-4	0.7	-6	0.0	-15	4	12	-9	-10	-4
Cc1ccc(N(CC(=O)NCc2ccccc2)C(=O)CCC(=O)Nc2ccccn2)cc1	4	9	0.4	3	0.0	10	11	-13	2	-14	-3
Cc1ccccc1-c1ccc(C(=O)Nc2cccc(F)c2)o1	0	-252	-2.8	-8	-0.1	-18	2	-320	-45	-22	-15
